# Screening data from PubChem.
# DAGLB inhibitor: blocks human DAGLB lipase activity; HEK293T DAGLB membrane lysate, EnzChek fluorogenic substrate; inhibition, % at 5.17 µM; 0.059% of 340,000 active; AID 504411; in the data active means inhibition above about 34%;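 further: 0% = enzyme with vehicle and 100% = wells lacking enzyme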
# Target sequence (Q8NCG7 whole entry, looked up): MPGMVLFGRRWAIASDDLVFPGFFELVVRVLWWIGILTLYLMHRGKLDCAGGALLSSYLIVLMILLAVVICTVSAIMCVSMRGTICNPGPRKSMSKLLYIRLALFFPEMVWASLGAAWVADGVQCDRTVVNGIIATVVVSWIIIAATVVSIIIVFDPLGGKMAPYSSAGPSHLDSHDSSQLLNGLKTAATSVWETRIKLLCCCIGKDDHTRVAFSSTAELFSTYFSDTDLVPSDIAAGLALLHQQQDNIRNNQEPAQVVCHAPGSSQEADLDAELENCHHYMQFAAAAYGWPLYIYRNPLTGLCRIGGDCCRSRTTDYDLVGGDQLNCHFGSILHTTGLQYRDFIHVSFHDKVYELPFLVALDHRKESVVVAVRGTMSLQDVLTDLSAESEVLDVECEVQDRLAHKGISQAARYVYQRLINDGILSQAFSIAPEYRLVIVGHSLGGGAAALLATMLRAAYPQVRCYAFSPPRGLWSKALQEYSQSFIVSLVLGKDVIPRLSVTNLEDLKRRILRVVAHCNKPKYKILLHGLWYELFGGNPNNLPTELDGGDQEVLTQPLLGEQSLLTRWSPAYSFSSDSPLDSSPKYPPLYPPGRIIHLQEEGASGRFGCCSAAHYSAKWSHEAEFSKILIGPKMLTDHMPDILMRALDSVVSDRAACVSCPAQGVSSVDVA
# Wnt act: activators of Wnt/beta-catenin signaling; activation, % at 9.35 µM; 1.2% of 300,000 active; Wnt/beta-catenin reporter cell assay, activator, plate reader; in the data active means activation above about 30%, passing the limit was not always enough;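 further: 0% = neutral control wells and 100% = positive control wells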
# phage Ecoli inh: E. coli growth loss with phage present. 0.26% of 360,000 active. growth absorbance. inhibition, % at 11.9 µM; in the data active means inhibition above about 11%
# * = called active by the depositor. These rows are one share of the data, so the mix of outcomes need not match the whole.
SMILES,DAGLB inhibitor,Wnt act,phage Ecoli inh
CCCCCCN1C[C@@H](O)[C@H](n2cc(C3CC3)nn2)C[C@@H]1c1ccc(OC)cc1,-4,-5,2.2
CSc1ncnc2c1ncn2CCCN1CCN(C(=O)C2CC2)CC1,-2,-1,-0.2
CN(C)c1ccc(C=NN2C(=O)CSC2=S)c(Cl)c1,-14,0,5.2
CCOc1ccc(S(=O)(=O)Nc2ccc(C(=O)N(CC)CC(=O)NCc3cccs3)cc2)cc1,-4,-1,5.1
CCCCCCNC(=O)O[C@@]12CN(S(=O)(=O)c3ccc(C)cc3)C[C@]1(O)Cn1c(=O)n(CCCCCC)c(=O)n1C2,-6,7,4.7
C[C@H]1CN([C@@H](C)CO)S(=O)(=O)c2ccc(C#CC3CC3)cc2O[C@@H]1CN(C)S(C)(=O)=O,-1,-3,3.6
C/C(NCCc1ccccc1)=C1/CCOC1=O,2,2,1.3
CCN(CC)C(=O)C1=C(C)N(CCCOC)C(=O)C(CC(=O)NC(c2ccccc2)c2ccccc2)C1 (stereo unspecified),1,-2,2.9
O=C(Nc1ccn(CCCN2CCN(c3ccccc3)CC2)c(=O)n1)OCc1ccccc1,4,-2,3.5
CCN(CC)C(=O)C1=C(C)N(CCC2=CCCCC2)C(=O)C(CC(=O)NCCCN(C)C)C1 (stereo unspecified),-1,-3,0.6
CCCCCC(=O)N1C[C@@H](n2cc(-c3ccc(F)cc3)nn2)[C@H](O)C[C@@H]1c1ccccc1,-1,1,4.0
CN(Cc1cc(Cl)cc(Cl)c1)[C@H]1C[C@H]2c3[nH]c4ccccc4c3CCN2C(=O)[C@H]1CO,-2,-5,0.9
CC(C)C1C(=O)N(Cc2cn(CCC3OCCO3)nn2)CCS(=O)(=O)N1Cc1ccc(-c2ccc(F)nc2)cc1 (stereo unspecified),0,-1,-0.2
CCOc1ccc(/C=N/NC(=O)c2ccncc2)cc1OC,-1,-1,-1.4
N#CC(c1ccc(N)cc1)C(CC(=O)c1ccccc1)c1ccccc1 (stereo unspecified),-5,30,2.8
COc1cccc(NC(=O)N(C)C[C@H]2Oc3cc(C#Cc4ccncc4)ccc3S(=O)(=O)N([C@H](C)CO)C[C@H]2C)c1,0,-5,0.4
CN1OC[C@@H]2CN(S(=O)(=O)c3cccc(C(F)(F)F)c3)[C@H](c3ccc(-c4cccnc4)cc3)C[C@@H]21,-2,-1,2.1
CC1(C)C(C(N)=O)C(=O)NC(=O)C1C(N)=O (stereo unspecified),1,1,3.8
Cc1cccc(S(=O)(=O)N(C)C[C@H]2OCc3cnnn3CCCC(=O)N([C@H](C)CO)C[C@H]2C)c1,-4,-2,3.5
O=P(O)(Cc1ccccc1)c1ccccc1,-3,-2,-1.8
COCC(=O)N1C[C@H]2CON(C)[C@H]2C[C@H]1c1cccc(-c2ccccc2)c1,-2,0,2.4
C[C@H](NC(=O)C1CCN(S(=O)(=O)c2ccccc2)CC1)C(=O)NCc1cccnc1,-1,-2,1.2
C/C(=N/NC(=O)c1nnn(-c2nonc2N)c1CSc1ccc(Cl)cc1)c1ccncc1,-1,3,1.6
Cc1ccc(OCC(=O)NNC(=O)c2ccc(F)c(S(=O)(=O)N3CCOCC3)c2)cc1C,-3,-3,-1.2
Cc1ccccc1Nc1nc(N)nc(COC(=O)c2nn(C)c(=O)c3ccccc23)n1,-5,-2,0.2
SMILES,DAGLB inhibitor,Wnt act,phage Ecoli inh
Cc1cccc(S(=O)(=O)N(C)C[C@@H]2OCc3cnnn3CCCC(=O)N([C@H](C)CO)C[C@H]2C)c1,-4,-2,3.1
FC(F)(F)c1cccc(CC2CN(Cc3ccccc3)Cc3ccccc3N2c2cc(Cl)cc(Cl)c2)c1 (stereo unspecified),-19,-3,7.5
Cc1ccc(S(=O)(=O)NN=CC2(c3ccccc3)CC2)cc1,-9,-5,4.4
CC(C)COC(=O)N(C)C[C@H]1OCc2cnnn2CCCC(=O)N([C@H](C)CO)C[C@H]1C,-4,-2,2.9
COC1OCC(O)C(NC(=O)N(C)N=O)C1O (stereo unspecified),-2,0,1.7
Cc1noc(C)c1S(=O)(=O)N(C)C[C@H]1OCc2cnnn2CCCC(=O)N([C@H](C)CO)C[C@H]1C,-2,-1,1.3
Cc1ccccc1NC(=O)C(C)OC(=O)C1CCCO1 (stereo unspecified),-2,-3,1.8
C/C=C/c1ccc2c(c1)O[C@H](CN(C)CC1CCOCC1)[C@@H](C)CN([C@H](C)CO)S2(=O)=O,1,-1,-0.2
O=C(O)C1=CCC=CC1C(=O)O (stereo unspecified),-2,2,1.9
C[C@@H]1CN([C@@H](C)CO)C(=O)CCCn2nncc2CO[C@H]1CN(C)Cc1ccc2c(c1)OCO2,-2,-1,1.9
COCCn1c(N)c(N(Cc2ccccc2)C(=O)C(C)Oc2ccc(Br)cc2)c(=O)[nH]c1=O (stereo unspecified),2,0,3.2
CCCCN1CC(C)(C)[C@H](CC(=O)Nc2ccccc2)C1=O,-2,-1,4.5
COCC(=O)N(C)C[C@@H]1Oc2cc(Br)ccc2S(=O)(=O)N([C@H](C)CO)C[C@H]1C,-2,2,2.5
COc1ccc2[nH]c(=O)c(CN(C(C)=O)c3cc(C)ccc3C)cc2c1,3,-1,3.7
C[C@@H]1CN([C@H](C)CO)C(=O)c2cc(NC(=O)Nc3ccc(F)cc3)ccc2O[C@@H](C)CCCCO[C@H]1CN(C)Cc1ccc(C(=O)O)cc1,0,-3,0.2
O=C(O)CSc1ccn(Cc2ccccc2)c1,-2,-6,3.2
COc1cc(OC)cc(C(=O)OCC(=O)NC2CCCCCCC2)c1,-5,-1,1.2
O[C@H]1C[C@H](c2ccc(Cl)cc2)N(Cc2cccs2)C[C@@H]1n1cc(C2CC2)nn1,-6,-5,2.3
CCCC(=O)Nc1cc(OC)c(NC(=S)Nc2cccc(C)c2)cc1OC,3,0,0.8
Cc1ccc(S(=O)(=O)N2C[C@H]3[C@H]4C(=O)N(c5ccccc5)C(=O)[C@H]4C[C@H](OC(=O)NCc4ccccc4)[C@@]3(O)C2)cc1,-2,-1,2.7
COc1ccc(CCN2CC(C(=O)OCC(=O)c3c(N)n(CC(C)C)c(=O)n(C)c3=O)CC2=O)cc1OC (stereo unspecified),-4,-4,1.6
COc1ccccc1CN(C)C[C@@H]1OCc2cnnn2CCCC(=O)N([C@H](C)CO)C[C@H]1C,4,-1,-0.4
CC(=O)c1cccc(NC(=O)C2CCCN2S(=O)(=O)c2cccs2)c1 (stereo unspecified),-3,-1,2.5
CN(CC(=O)Nc1ccc(Cl)c(C(F)(F)F)c1)S(=O)(=O)c1cnc[nH]1,-1,-3,0.5
CC(=O)N(C)C[C@@H]1Oc2ncc(Br)cc2C(=O)N([C@H](C)CO)C[C@@H]1C,-1,6,1.8
SMILES,DAGLB inhibitor,Wnt act,phage Ecoli inh
C[C@H]1CN([C@@H](C)CO)C(=O)c2c(c3ccccc3n2C)-c2ccccc2CO[C@H]1CN(C)Cc1cccc(F)c1,-6,-2,-0.6
CSc1ncnc2c1ncn2CCCNCc1cccc2ccccc12,-1,-1,1.0
O=C(O)C(=Cc1ccc([N+](=O)[O-])cc1)c1cccc(Cl)c1,4,0,1.8
COc1ccccc1C(=O)COC(=O)C1CCN(S(=O)(=O)c2ccccc2)CC1,-7,-1,3.8
O=C(NC1CCCCC1)c1cccc(NC(=O)c2ccccc2Cl)c1,-1,-3,2.3
C[C@H]1CN([C@@H](C)CO)C(=O)CCCn2nncc2CO[C@@H]1CN(C)S(=O)(=O)c1ccccc1,0,-1,2.0
O=C(CSc1ncccn1)NC(=O)NC1CCCC1,-2,0,0.9
O=C(COC(=O)C1CCN(S(=O)(=O)c2ccc(Cl)c(C(F)(F)F)c2)CC1)NCC1CCCO1 (stereo unspecified),-1,5,4.5
Cc1ccc(S(=O)(=O)N2C[C@H]3C(=O)C[C@@H](c4ccccc4)N(S(=O)(=O)c4ccc(C)cc4)[C@H]3C[C@H]2c2ccc(Cl)cc2)cc1,-15,-2,1.7
CCOc1ccccc1OCC(=O)NC1CCSc2ccccc21 (stereo unspecified),-4,2,2.4
COc1ccc(S(=O)(=O)N2CCOCC2)cc1C(=O)Nc1cccc(C(=O)NC2CC2)c1,-2,-2,3.5
CN(C)CCN(C(=O)C1CCCCC1)c1nc2cc3c(cc2s1)OCCO3,1,10,0.6
O=C(c1ccccc1)N(C(=O)c1ccccc1)c1ccccc1,-5,3,4.3
CC(C)c1ncc(CO)n1Cc1c(Cl)cccc1Cl,-2,-2,3.4
COc1ccc(S(=O)(=O)N=N/C=C2\C=CC=CN2O)cc1OC,-2,-2,1.1
C[C@@H]1CN([C@@H](C)CO)C(=O)CCCn2nncc2CO[C@H]1CN(C)C(=O)NC1CCCCC1,-2,-1,1.9
CC1=C(C(=O)N(C)C)CC(CC(=O)NCCCN(C)C)C(=O)N1Cc1ccc(C(C)(C)C)cc1 (stereo unspecified),-1,-4,2.0
COc1ccc(C(=O)NC(=S)Nc2ccc3[nH]c(=O)[nH]c3c2)cc1Br,10,-2,0.3
CSc1ncccc1C(=O)OCC(=O)c1ccc(Cl)s1,-3,-1,-1.8
Cc1cc(C(F)(F)F)nc(NNc2nc(C)cc(C(F)(F)F)n2)n1,-7,1,3.0
O=C(CCN1CCCO1)N1CCCC(Nc2cccc(F)c2)C1 (stereo unspecified),-3,0,1.2
O=c1[nH]cc(CCCc2ccccc2)c(=O)[nH]1,-1,4,3.4
COc1ccc(NC(=O)CCNC(=O)N2CC(=O)Nc3ccccc32)cc1,1,-3,-1.4
CSc1nc2nc(Cl)c(Cl)nc2[nH]1,0,-5,3.8
C[C@H]1CN([C@@H](C)CO)S(=O)(=O)c2ccc(-c3ccncc3)cc2O[C@H]1CN(C)C(=O)c1cccc(F)c1,-2,-3,2.3
O=C1OC(COCC#Cc2ccccc2)CN1c1ccccc1 (stereo unspecified),-4,0,2.5

# Compounds above that contain fluorine (12):
SMILES,DAGLB inhibitor,Wnt act,phage Ecoli inh
CCCCCC(=O)N1C[C@@H](n2cc(-c3ccc(F)cc3)nn2)[C@H](O)C[C@@H]1c1ccccc1,-1,1,4.0
CC(C)C1C(=O)N(Cc2cn(CCC3OCCO3)nn2)CCS(=O)(=O)N1Cc1ccc(-c2ccc(F)nc2)cc1 (stereo unspecified),0,-1,-0.2
CN1OC[C@@H]2CN(S(=O)(=O)c3cccc(C(F)(F)F)c3)[C@H](c3ccc(-c4cccnc4)cc3)C[C@@H]21,-2,-1,2.1
Cc1ccc(OCC(=O)NNC(=O)c2ccc(F)c(S(=O)(=O)N3CCOCC3)c2)cc1C,-3,-3,-1.2
FC(F)(F)c1cccc(CC2CN(Cc3ccccc3)Cc3ccccc3N2c2cc(Cl)cc(Cl)c2)c1 (stereo unspecified),-19,-3,7.5
C[C@@H]1CN([C@H](C)CO)C(=O)c2cc(NC(=O)Nc3ccc(F)cc3)ccc2O[C@@H](C)CCCCO[C@H]1CN(C)Cc1ccc(C(=O)O)cc1,0,-3,0.2
CN(CC(=O)Nc1ccc(Cl)c(C(F)(F)F)c1)S(=O)(=O)c1cnc[nH]1,-1,-3,0.5
C[C@H]1CN([C@@H](C)CO)C(=O)c2c(c3ccccc3n2C)-c2ccccc2CO[C@H]1CN(C)Cc1cccc(F)c1,-6,-2,-0.6
O=C(COC(=O)C1CCN(S(=O)(=O)c2ccc(Cl)c(C(F)(F)F)c2)CC1)NCC1CCCO1 (stereo unspecified),-1,5,4.5
Cc1cc(C(F)(F)F)nc(NNc2nc(C)cc(C(F)(F)F)n2)n1,-7,1,3.0
O=C(CCN1CCCO1)N1CCCC(Nc2cccc(F)c2)C1 (stereo unspecified),-3,0,1.2
C[C@H]1CN([C@@H](C)CO)S(=O)(=O)c2ccc(-c3ccncc3)cc2O[C@H]1CN(C)C(=O)c1cccc(F)c1,-2,-3,2.3
